PV pol inh – inhibitors of poliovirus RNA polymerase binding and polymerization. P03300. poliovirus polymerase elongation, fluorescence polarization; stronger effect = lower value. % elongation, % (compound at 16.7 µg/mL). 150,000 compounds, 0.66% hits. AID 588519; in the data active means % elongation below about 90%; further: some results filed as inactive read as strong as hits
Target sequence (P03300 1749-2209 limits assumed): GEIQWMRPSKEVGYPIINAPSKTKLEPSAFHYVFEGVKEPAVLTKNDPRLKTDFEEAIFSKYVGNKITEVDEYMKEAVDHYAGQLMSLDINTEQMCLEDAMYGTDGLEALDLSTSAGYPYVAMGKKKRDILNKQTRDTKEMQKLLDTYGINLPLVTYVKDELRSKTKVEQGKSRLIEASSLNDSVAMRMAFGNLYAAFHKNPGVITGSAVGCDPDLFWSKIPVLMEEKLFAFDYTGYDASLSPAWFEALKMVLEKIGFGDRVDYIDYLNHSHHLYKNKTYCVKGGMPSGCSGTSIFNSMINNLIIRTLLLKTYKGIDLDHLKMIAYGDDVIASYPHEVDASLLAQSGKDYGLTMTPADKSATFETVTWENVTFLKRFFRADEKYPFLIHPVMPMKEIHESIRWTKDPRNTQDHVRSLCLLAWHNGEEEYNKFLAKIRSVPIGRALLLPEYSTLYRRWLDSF
PV pol inh FP z-score – second read-out of PV pol inh, no call of its own (marks repeat the call); z-score; measured here: FP z-score; hits read low
Starred values were filed as active, the others as inactive. An excerpt; count on the stated rates, not on these rows.

SMILES	PV pol inh	PV pol inh FP z-score
CC(Sc1nnnn1C)C(=O)NC(C)c1ccc(Cl)cc1Cl (stereo not given)	99	-0.4
CCOC(=O)C1CCN(Cc2cn[nH]c2-c2ccc(C)cc2)CC1	100	-0.3
Cn1c(=O)oc2cc(S(=O)(=O)N3CC(=O)N(CCc4ccccc4)C(=O)C3)ccc21	102	0
COc1cc(OC)cc(C2C(C#N)=C(N)Nc3oc(C)nc32)c1 (stereo not given)	101	0
COc1ccccc1C(c1c(C)[nH][nH]c1=O)C(C#N)C#N (stereo not given)	100	0.2
Cc1nc(-c2ccc(OC(F)F)cc2)cs1	104	0.7
CC(C)(C)C(=O)CSc1nc2ccccc2n1S(=O)(=O)c1ccccc1	100	-0.4
Cc1ccc2cc(CN(C)C3CCS(=O)(=O)C3)c(Cl)nc2c1C (stereo not given)	106	0.5
CCc1ccc(NC(=O)C(C)Nc2ccc(Br)cc2)cc1 (stereo not given)	101	-0.1
CN(Cn1c(=O)oc2ccccc21)C1CCCCC1	101	-0.2
Cc1ccc(-n2ncc3c(NCCCN4CCOCC4)ncnc32)cc1Cl	108	0.2
Cc1ccc(CNc2nc3ccccc3c3nc(-c4cccc(C)c4)nn23)cc1	102	-0.9
COc1cccc(-c2[nH]nc(N)c2C)c1	102	-0.1
CCOC(=O)c1ccc(NC(=S)N2CCCN(Cc3cc(C)ccc3C)C2)cc1	104	1
COc1cccc(CNC(=O)c2cc(=O)[nH]c3ccc(S(=O)(=O)N4CCCC4)cc23)c1	107	0.5
Cc1ccc(S(=O)(=O)NCCc2csc3nc(-c4ccccc4C)nn23)cc1	101	-0.2
O=C(Nc1ccc(F)cc1F)c1ccc2c(c1)CCN2S(=O)(=O)c1ccc(Cl)cc1	105	-0.2
CCn1cc(S(=O)(=O)NCCc2ccccc2)cn1	101	-0.7
COc1ccc(NS(=O)(=O)c2ccc(CCN3C(=O)c4cccnc4C3=O)cc2)cc1	102	0.4
Brc1ccc(-c2nc3ccccc3s2)s1	101	-0.4
NS(=O)(=O)c1ccc(-c2ccc(C=C3C(=O)NC(=S)NC3=O)o2)cc1	107	2.1
N#Cc1c(N)nc(Sc2ccc(Cl)cc2)c(C#N)c1-c1ccccc1	106	0.4
COc1cccc(NC(=O)C(C)N(C)c2ccccc2)c1 (stereo not given)	102	-0.1
Clc1ccc(NCc2ccc3c(c2)OCO3)cc1	105	1.1
CC1(C)CC(=O)C=C(NNC(=O)C2COc3ccccc3O2)C1 (stereo not given)	100	0
O=C(OCC(=O)N1CCCC1)C1=COCCO1	92	-1.4
COc1ccc(-c2[nH]c(-c3cccc(OC)c3)nc2SCC(=O)NC2CCCC2)cc1	113	0.3
CN1C(C(=O)Nc2cccnc2)=CC(c2cccs2)=NS1(=O)=O	102	-1
CCCc1nc(SCC(=O)c2ccc3c(c2)NC(=O)CO3)[nH]c(=O)c1CC	101	-0.3
COc1ccccc1NC(=O)C1=C(C)Nc2nc(SCc3ccccc3)nn2C1c1cccnc1 (stereo not given)	104	-0.3

Three entries out of the list, arranged by number of heavy atoms, lowest first:
SMILES	PV pol inh	PV pol inh FP z-score
Brc1ccc(-c2nc3ccccc3s2)s1	101	-0.4
CCCc1nc(SCC(=O)c2ccc3c(c2)NC(=O)CO3)[nH]c(=O)c1CC	101	-0.3
Cc1ccc(S(=O)(=O)NCCc2csc3nc(-c4ccccc4C)nn23)cc1	101	-0.2

13 structures already listed, sorted by number of heavy atoms, rising.
SMILES	PV pol inh	PV pol inh FP z-score
COc1cccc(-c2[nH]nc(N)c2C)c1	102	-0.1
O=C(OCC(=O)N1CCCC1)C1=COCCO1	92	-1.4
Clc1ccc(NCc2ccc3c(c2)OCO3)cc1	105	1.1
CCn1cc(S(=O)(=O)NCCc2ccccc2)cn1	101	-0.7
COc1cccc(NC(=O)C(C)N(C)c2ccccc2)c1 (stereo not given)	102	-0.1
CN1C(C(=O)Nc2cccnc2)=CC(c2cccs2)=NS1(=O)=O	102	-1
N#Cc1c(N)nc(Sc2ccc(Cl)cc2)c(C#N)c1-c1ccccc1	106	0.4
CCCc1nc(SCC(=O)c2ccc3c(c2)NC(=O)CO3)[nH]c(=O)c1CC	101	-0.3
Cc1ccc(S(=O)(=O)NCCc2csc3nc(-c4ccccc4C)nn23)cc1	101	-0.2
CCOC(=O)c1ccc(NC(=S)N2CCCN(Cc3cc(C)ccc3C)C2)cc1	104	1
O=C(Nc1ccc(F)cc1F)c1ccc2c(c1)CCN2S(=O)(=O)c1ccc(Cl)cc1	105	-0.2
COc1cccc(CNC(=O)c2cc(=O)[nH]c3ccc(S(=O)(=O)N4CCCC4)cc23)c1	107	0.5
COc1ccccc1NC(=O)C1=C(C)Nc2nc(SCc3ccccc3)nn2C1c1cccnc1 (stereo not given)	104	-0.3

Further compounds:
SMILES	PV pol inh	PV pol inh FP z-score
COc1cccc(N2CCN(c3ncnc4onc(-c5ccc(F)cc5)c34)CC2)c1	107	0.2
CN(C(=O)c1ccc2c(Cl)c3c(nc2c1)CCC3)c1ccccc1F	110	0.5
O=C(NCCCN1CCCC1=O)C1CC(=O)N(Cc2ccco2)C1 (stereo not given)	98	-0.5
CN(C)c1ccc(/C=N/NC(=O)c2ccccc2)cc1	100	-0.7
Cc1ccc(NC(=O)Cn2nc(C)n3cccc3c2=O)c(C)c1	115	0.5
COCCNC(=O)Cn1c(=O)n(-c2ccc(C)c(C)c2)c(=O)c2c3c(sc21)CCCCC3	110	1.1
Cc1ccc2sc(N(Cc3cccnc3)C(=O)Cc3ccccc3)nc2c1C	114	1.7
CC(C)(CO)NCC(=O)Nc1ccc(Cl)cn1	101	-0.4
CCOC(=O)c1cc2c(=O)n3ccccc3nc2n(CC2CCCO2)c1=NC(=O)c1ccccc1C (stereo not given)	109	1.3
COc1cc(C(=O)CBr)cc(OC)c1OC	104	0.4
CCOC(=O)N1CCc2c(sc3c2c(=O)n(Cc2ccccc2)c(=O)n3Cc2c(F)cccc2Cl)C1	106	0.5
CCOc1ccc(N(C(C)C(=O)NCCSc2ccc(C)cc2)S(C)(=O)=O)cc1 (stereo not given)	107	0.6
CC1CCCCN1C(=O)Cn1c(=O)n(C2CCCC2)c(=O)c2ccccc21 (stereo not given)	104	0.8
Cc1cc(C(=O)OCC(=O)c2ccc(NC(=O)CC(C)C)cc2)no1	109	0.7
COc1ccc(S(=O)(=O)N2CCCCC2)cc1C(=O)Nc1cccc(C(F)(F)F)c1	112	1.1
COc1ccc(CC(=O)NCc2cc(C)oc2C(F)(F)F)cc1OC	100	-0.3
Cc1cc(C)nc(NC2=NCCN2)n1	102	0.2
COc1cc(C)nc(N2CCCC(C(=O)Nc3ccccc3Br)C2)n1 (stereo not given)	103	0.4
Cc1nn2c(C)c(C(=O)NC(C)c3ccccc3)cnc2c1-c1ccc(F)cc1 (stereo not given)	105	0
Cc1cc(C)c(S(=O)(=O)Nc2cc(-c3cn4ccccc4n3)ccc2C)cc1C	106	-0.1
O=C(O)c1cccc(NC(=O)c2cccc(S(=O)(=O)Nc3cccc(C(=O)O)c3)c2)c1	103	-0.2
CC1=C(c2ccc(C)cc2)S(=O)(=O)N=C1Nc1ccc(C)cc1	101	-0.5
CNCc1nc2ccccc2c(=O)[nH]1	108	0.9
O=C(Nc1ccccc1SC(F)(F)F)c1cccnc1	99	-0.6
CCS(=O)CCSc1nc(-c2ccc(C)cc2)cc(-c2ccccc2)c1C#N (stereo not given)	102	0.1
O=C(NCc1cccnc1)C(=O)NCC(c1cccnc1)N1CCN(c2ccc(F)cc2)CC1 (stereo not given)	110	0.4
CC(N)C(O)c1cccc(O)c1 (stereo not given)	101	0.3
CCCc1cc(=O)oc2cc(OC(=O)c3cccnc3N3CCCC3)ccc12	101	0.2
OCc1ccc(OCCOc2cccc3cccnc23)cc1	107	2.1
Cc1ccccc1OCCCn1cc(C(=O)C(C)(C)C)c2ccccc21	103	0.5
c1ccc(OCCCn2c3ccccc3c3nc4ccccc4nc32)cc1	104	0.6
CCc1ccc(NC(=O)CCCc2nnc3n(C(C)CC)c(=O)c4sccc4n23)cc1 (stereo not given)	115	0
O=C(O)/C(=C\c1ccccc1)c1ccccc1	102	-0.1
CN(CC(=O)NC1CCCc2ccccc21)C1CCCCC1 (stereo not given)	106	0.5
CC(NC(=O)C12CC3CC(CC(C3)C1)C2)C(=O)NN (stereo not given)	101	-0.1
CC(C)n1c(Cc2ccccc2)nc2ccccc21	103	0.3
O=C(c1cc2nc(-c3ccccc3)cc(C(F)(F)F)n2n1)N1CCCC1	102	0.1
O=c1cc(-c2ccccc2)oc2ccc(Cl)cc12	103	0
CCN(C(=O)CCS(=O)(=O)c1cc(Br)cc2c1N(C(=O)C1CC1)CC2)c1cccc(C)c1	109	1
Cn1ccnc1SCC(=O)N1c2ccccc2-c2c(ssc2=S)C1(C)C	103	0.2
CCOc1ccc(NC(=O)c2c(NC(=O)c3ccco3)sc3c2CCC(C(C)(C)C)C3)cc1 (stereo not given)	104	-0.2
COC(=O)CCC(=O)Nc1ccc(-c2nc3ccccc3[nH]2)cc1	99	-0.7
Cc1cc(C)c(C(=O)Cn2c(=S)[nH]c3ccccc32)c(C)c1	103	0.2
Cc1noc2ncnc(NCc3ccccc3Cl)c12	104	-0.4
Cc1ccc(Oc2ncccc2NC(=O)c2ccc3c(c2)OCCCO3)c2c1CCC2	106	0.2
O=C(NCc1cccs1)c1cc(-c2ccco2)on1	101	0
O=C(NCCC(=O)N(c1ccccc1)c1nc2ccccc2s1)c1ccco1	100	-0.2
O=S(=O)(c1ccc(-c2ccccn2)s1)N1CCCCC1	105	0.1
CCOC(=O)C1=C(N)SC(c2ccccc2)=C(C#N)C1c1ccco1 (stereo not given)	96	-0.4
O=c1[nH]c2c(c(=O)[nH]1)CN(Cc1ccc(F)cc1)CC2	102	0.2
Cc1ccc(-c2nn3c(CC#N)nnc3c3ccccc23)cc1	101	-0.2
COc1ccc(NCc2cc3cc4c(cc3n(CC(=O)Nc3ccc(F)cc3F)c2=O)OCO4)cc1	106	0.1
CCCC(C)C(=O)Nc1ccc(Cl)cn1 (stereo not given)	98	-0.4
CC1Sc2ccc(C(=O)NCc3ccccn3)cc2NC1=O (stereo not given)	87*	-1.4*
CN(C)c1ccc(CN(Cc2ccco2)C(=O)COc2ccc(F)cc2)cc1	98	-2.3
O=C(COc1ccc(Cl)cc1)Nc1noc2ccccc12	104	0.4
Cn1c2ccccc2c2cnn(CC(=O)NCCCN3CCCCC3)c(=O)c21	108	-0.1
Cc1cccc(OCC(=O)NCc2ccccc2)c1	103	0
O=C(O)C1C2C=CC(C2)C1C(=O)NCCc1ccncc1 (stereo not given)	102	-0.3
Cn1ncc2c(N3CCN(c4cccc(Cl)c4)CC3)ncnc21	104	-0.4
Next part.
SMILES	PV pol inh	PV pol inh FP z-score
Cc1ccccc1NC(=O)CN(c1ccc(Cl)cc1Cl)S(=O)(=O)c1ccccc1	103	-0.2
c1cncc(CSc2nnc3ccc(-c4ccncc4)nn23)c1	101	-0.3
O=C1/C(=C/c2ccco2)CN(Cc2ccccc2)C/C1=C\c1ccco1	102	0.3
COc1cc(OC)cc(C2NCCc3c2[nH]c2ccccc32)c1 (stereo not given)	102	0.5
O=C(C1c2ccccc2Oc2ccccc21)N1CCN=C1SCc1ccccc1F	101	-0.7
Cc1ccc(N2C(=S)N(C)C3CS(=O)(=O)CC32)cc1 (stereo not given)	100	-0.1
COc1ccccc1CNC(=O)CSc1nc2c(cnn2-c2cccc(C)c2)c(=O)[nH]1	104	0.2
CCCc1nc2ccccc2c(C(=O)OCc2nnc(-c3cc(OC)c(OC)c(OC)c3)o2)c1CC	110	1
COc1ccccc1C(=O)Nc1ccncc1	103	0.4
CC(C)=CCC1=C(O)c2ccccc2C(=O)C1=O	98	-0.5
Cc1[nH]c2ccccc2c1SCCNC(=O)C(C)(C)C	102	0.3
Cc1ccc(-n2ncc(C(=O)NCCCN3CCN(C)CC3)c2C2CCN(C(=O)OC(C)(C)C)CC2)cc1	109	0.6
CN(C(=O)Cn1nc(Cc2cccnc2)c2ccccc2c1=O)c1cccc(C(F)(F)F)c1	106	0.3
CSc1nn(-c2ccccc2)cc1C(=O)N1CCOCC1	103	0.2
Cc1ccc(NC(=O)CSc2nc3c([nH]c4ccccc43)c(=O)n2-c2ccccc2)c(C)c1	109	0.5
COc1cccc(NC(=O)c2ccnc(N3CCC(C(=O)NC4CCCC4)CC3)c2)c1	99	0
Cc1ccc(S(=O)(=O)Nc2cc3c(cc2NCc2ccccc2)n(C)c(=O)n3C)cc1	107	0.7
Cc1cccc(CNC(=O)c2ccc(NC(=O)N3CC(C)Sc4ccccc43)cc2)c1 (stereo not given)	110	1.1
Cc1ccc(NC(=S)NN(C)C)cc1	106	0.6
COc1ccccc1CNC(=O)CNC(=O)Cn1ccc2ccccc2c1=O	103	0.6
Cc1ccc(C)c(NC(=O)C2CC(O)CN2C(=O)OC(C)(C)C)c1 (stereo not given)	105	0.3
CCCn1c(SCC2CCCCO2)nc2ccccc21 (stereo not given)	105	0.1
COc1ccc(CNC(=O)C2CCN(c3nnc(C)c4c(C)n(-c5ccc(C)cc5)nc34)CC2)cc1	111	1
COc1ccccc1CNS(=O)(=O)c1cc(Br)cc2c1N(C(C)=O)C(C)C2 (stereo not given)	107	0.9
Cc1cc(C)c2c(n1)SCCN2C(=O)Nc1ccc(C(=O)Nc2ccc(C(C)C)cc2)cc1	101	-0.8
N#CC(C#N)=CNc1ccc2oc3ncccc3c(=O)c2c1	105	1
COc1cc(C(=O)N2CC(=O)Nc3ccc(C)cc3C2c2ccc(F)cc2)cc(OC)c1OC (stereo not given)	104	-0.1
Cc1ccccc1-c1ccnc2c(-c3ccc(F)cc3)c(C)nn12	105	0
OCc1cn(Cn2cc(CO)c(-c3ccccc3)n2)nc1-c1ccccc1	102	0.1
CCc1ccc(CNC(=O)Cc2c(C(=O)O)c(C)cn2C)cc1	112	1
Cc1cccc(N2CCN(C(=O)Cn3nc(C)n4cccc4c3=O)CC2C)c1 (stereo not given)	110	0.1
OC(Cc1ccccc1)(c1ccccc1)C1CN2CCC1CC2 (stereo not given)	101	-0.1
CCOc1ccc(NC(=O)NN2C(C)CCCC2C)cc1 (stereo not given)	105	0.8

Assay outcomes deposited in PubChem by ICCB-Longwood Screening Facility, Harvard Medical School.
